Compound activity as filed in PubChem.
FUS yeast rescue: qHTS for Suppressors of FUS Proteinopathy: Primary screen using FUS-linked yeast assay; S. cerevisiae FUS-expressing, growth rescue, OD600, 24 h; Potency, µM (doses to about 76.6 µM), for the others: top-dose growth rescue (activation), hits mostly activators; 0.24% of 390,000 active; AID 1347120, 2019;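 also: potency is read from the fitted curve at half-maximal effect; plate controls were DMSO vehicle for no effect and reference control for full effect; nearly all actives have a fitted effect of over 55% in size; some results filed as inactive show a strong effect at the top dose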
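Quantitative HTS measuring growth restoration of FUS-toxic yeast. Galactose-induced cells (OD 0.005) were exposed 24hr at 30C to compounds at several concentrations, then absorbance at 600 nm was recorded.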
EPAC1 antag: qHTS for Antagonist of cAMP-regulated guanine nucleotide exchange factor 3 (EPAC1): primary screen | Potency, µM (top dose mostly 115 µM), inactives show at the top dose activity change, negative = inhibition, most hits filed as inhibitors | AID 720709, 2013 | EPAC1 GEF assay, Rap1b-BODIPY-GDP exchange fluorescence | 0.14% of 360,000 active;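 also: potency is read from the fitted curve at half-maximal effect; plate controls were vehicle for no effect and positive control for full effect; nearly all actives have a fitted effect of over 50% in size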
Target sequence (O95398 whole entry, looked up): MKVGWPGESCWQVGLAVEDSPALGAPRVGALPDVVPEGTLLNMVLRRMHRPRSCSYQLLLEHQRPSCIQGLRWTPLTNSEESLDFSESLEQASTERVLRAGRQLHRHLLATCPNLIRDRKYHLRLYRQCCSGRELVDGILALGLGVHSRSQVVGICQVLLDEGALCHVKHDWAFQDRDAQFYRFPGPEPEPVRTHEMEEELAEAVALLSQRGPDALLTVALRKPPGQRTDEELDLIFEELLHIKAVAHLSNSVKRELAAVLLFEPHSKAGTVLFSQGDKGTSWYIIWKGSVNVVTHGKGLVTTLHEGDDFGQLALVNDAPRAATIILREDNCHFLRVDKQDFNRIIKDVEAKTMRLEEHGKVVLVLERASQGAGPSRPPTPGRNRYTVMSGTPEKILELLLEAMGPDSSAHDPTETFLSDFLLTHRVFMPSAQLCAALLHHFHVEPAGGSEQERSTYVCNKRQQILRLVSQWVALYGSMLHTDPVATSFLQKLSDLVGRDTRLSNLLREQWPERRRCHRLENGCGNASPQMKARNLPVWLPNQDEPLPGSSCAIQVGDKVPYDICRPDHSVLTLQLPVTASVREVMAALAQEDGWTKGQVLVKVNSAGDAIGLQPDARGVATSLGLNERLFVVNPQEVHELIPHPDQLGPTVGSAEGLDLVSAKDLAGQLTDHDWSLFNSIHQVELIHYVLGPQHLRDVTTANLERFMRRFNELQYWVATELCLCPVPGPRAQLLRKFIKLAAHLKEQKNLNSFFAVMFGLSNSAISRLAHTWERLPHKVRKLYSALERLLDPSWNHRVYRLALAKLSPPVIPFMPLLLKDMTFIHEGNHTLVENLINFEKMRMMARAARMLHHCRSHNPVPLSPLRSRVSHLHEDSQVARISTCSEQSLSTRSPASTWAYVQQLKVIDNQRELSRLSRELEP
IL2 activator: qHTS of IL-2 Activators | AID 652025, 2013 | activation, % (series mostly up to about 46 µM) | IL-2 activation reporter assay, cell-based qHTS; stimulated with anti-CD3/CD4/CD28 beads; in transgenic mouse T cells | 0.065% of 360,000 active; in the data active = activation above about 50%; inconclusive = mostly about 30% to 49%; also: 0% is about no effect
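EGFP and DsRed fluorescence is measured by plate cytometry in unstimulated transgenic mouse T cells exposed to compound for 60 minutes, then stimulated 18 hours at 37 degrees C with anti-CD3/anti-CD4 beads plus anti-CD28.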
PLK1 PBD inh: qHTS for Inhibitors of PLK1-PDB (polo-like kinase 1 - polo-box domain): Primary Screen; 2.8% of 360,000 active; Potency, µM, inactives show max response, negative = inhibition, actives largely listed as inhibitors; Plk1 PBD binding of FITC phosphopeptide, fluorescence polarization; Serine/threonine-protein kinase PLK1 (Homo sapiens), P53350; also: potency is read from the fitted curve at half-maximal effect; series mostly up to about 57 µM; % is scaled to controls: 0 for no effect and ±100 for the full control effect; nearly all actives have a fitted effect of over 65% in size
WRN helicase inh: qHTS for Inhibitors of WRN Helicase; 0.46% of 360,000 active; Potency, µM (titrated, usually from 114 µM), inactives show at the top dose activity change, negative = inhibition, hits mostly inhibitors; Bifunctional 3'-5' exonuclease/ATP-dependent helicase WRN (Homo sapiens), Q14191; WRN helicase unwinding, fluorescent forked duplex, kinetic; also: potency is read from the fitted curve at half-maximal effect; % is scaled to controls: 0 for no effect and ±100 for the full control effect; nearly all actives have a fitted effect of over 55% in size
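Primary qHTS, 1536-well format. 20 nM WRN + compound, 15 min RT; start with 100 nM forked fluorophore/quencher duplex, 2 mM ATP (final); kinetic read ex 525/em 598 nm.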
EPAC1 ag: qHTS for Agonist of cAMP-regulated guanine nucleotide exchange factor 3 (EPAC1): primary screen; Potency, µM (highest dose often 154 µM), for inactives: at the top dose activation, usual class: activators; EPAC1 agonist qHTS, biochemical assay; response scale: 100% = response to 6.5 mM cAMP; 0.073% of 360,000 active; also: potency is read from the fitted curve at half-maximal effect; nearly all actives have a fitted effect of over 60% in size
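Normalized to 6.5 mM cAMP, activity reflects EPAC1-catalysed release of BODIPY-GDP from Rap1B, followed kinetically over 30 min at 480 nm excitation, 540 nm emission. Reaction contained 100 nM EPAC1, 250 nM Rap1B-BODIPY-GDP, 50 uM GDP.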
PI5P4K alpha inh: qHTS for Inhibitors of phosphatidylinositol 5-phosphate 4-kinase (PI5P4K); Phosphatidylinositol 5-phosphate 4-kinase type-2 alpha (Homo sapiens), P48426; PI5P4Kalpha enzyme, ADP-Glo luminescence, 60 min; stronger effect = lower value; max response, %; 1.2% of 330,000 active; AID 652105, 2013; active = max response of -50% or lower; inconclusive = between -30% and -50%; inactive = -30% or higher; also: value at the top dose of about 77 µM; % is scaled to controls: 0 for no effect and ±100 for the full control effect
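ADP-Glo luminescence end-point read after a 60 min room-temperature kinase reaction of PI5P4Kalpha plus substrate, initiated with ATP at 5 microM final. Buffer: 0.038 M HEPES pH 7.4, EGTA, 0.1% CHAPS, 5% DMSO.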
Abeta rescue: qHTS for compounds that reverse cellular toxicity of Amyloid beta (A-beta) peptide in yeast: Primary Screen | Potency, µM (top dose mostly 46.1 µM), inactives show at the top dose growth rescue, usual class: activators | 0.063% of 410,000 active | yeast expressing A-beta42, growth rescue, OD600, 48 h; response scale: 0% DMSO, 100% iron-clioquinol control | AID 1347071, 2019; also: potency is read from the fitted curve at half-maximal effect; nearly all actives have a fitted effect of over 55% in size
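Growth rescue measured by 600 nm absorbance after 48 h yeast culture at 30 C with compound. Values normalized between DMSO and an equimolar ferric chloride plus clioquinol control.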
The depositor's hits bear a star; ? = inconclusive; nt = not tested or not shown; [ ] = dose if it differs, or a comment. Unless noted, calls follow the shape of the dose curve; as a rule, active = well fitted curve in the direction sought with a large enough effect; inconclusive = small, poorly fitted or top-dose-only effect, or another doubt; inactive = no such curve, though single readings can be large; an effect the other way counts as inactive or inconclusive.

SMILES	FUS yeast rescue	EPAC1 antag	IL2 activator	PLK1 PBD inh	WRN helicase inh	EPAC1 ag	PI5P4K alpha inh	Abeta rescue
CN1C(=O)CC(N2CCN(C(=O)CN3CCCC3)CC2)C1=O (stereo unspecified)	-7%	-17%	-1.2	1%	-2%	6%	8	-8%
COc1ccc(C(=O)OCC(=O)NC(C)CCc2ccccc2)cc1 (stereo unspecified)	16%	1%	-1.8	-2%	-2%	5%	4	5%
Nc1c(N(CCC2=CCCCC2)C(=O)COc2ccc([N+](=O)[O-])cc2)c(=O)[nH]c(=O)n1Cc1ccccc1	nt	7%	0.5	-1%	4%	6%	-4	-7%
Cc1nnc(SCC(=O)N2CCCCC2)s1	28%	-3%	-0.1	-3%	-5%	8%	nt	-4%
O=C(NCCc1ccccc1)C1CCN(S(=O)(=O)N2CCCCCC2)CC1	16%	-14%	-0.3	0%	-14%	-4%	2	0%
CCCC[C@@H]1CCCO[C@@](C(=O)NCc2ccc(C)o2)(C(F)(F)F)C1	-1%	-16%	-0.6	-6%	-8%	-14%	-54*	-5%
CCc1nnc(NC(=O)CSc2nnc(-c3ccccc3OC)n2-c2ccc(C)cc2)s1	9%	-12%	-2.8	-8%	-15%	-7%	6	16%
CCN(C(=O)COC(=O)CN1C(=O)c2ccccc2C1=O)c1ccccc1	14%	-1%	1.2	-7%	1%	0%	-1	1%
CN(C)CCNC(=O)c1c(O)c2c([nH]c1=O)CCCC2	19%	-6%	1.2	-1%	-4%	12%	nt	11%
Cc1ccc(S(=O)(=O)N(CC(=O)NC2CC2)c2ccc(C)c(Cl)c2)cc1	nt	-4%	-0.7	3%	-5%	-7%	-1	3%
O=S(=O)(Nc1ccc(O)c2ccccc12)c1ccc(F)cc1	18%	-11%	2.9	27µM*	1%	19%	-13	-1%
CCN(C(=O)COC(=O)CSc1ccc(C)c(C)c1)C1CCS(=O)(=O)C1 (stereo unspecified)	9%	4%	-1.4	-7%	-26%	-2%	-3	5%
Cc1ccc(-n2c(C)cc(C(=O)CN3CCOCC3)c2C)cc1C	12%	-6%	2.0	-9%	1%	-5%	0	-6%
Cc1ccc(C(=O)NCC(C)NC(=O)c2ccc(C)c([N+](=O)[O-])c2)cc1[N+](=O)[O-] (stereo unspecified)	21%	-23%	2.5	-23%	-26%	-8%	3	-12%
COc1cccc(S(=O)(=O)N(C)C[C@@H]2OCc3cnnn3CCCC(=O)N([C@H](C)CO)C[C@H]2C)c1	0%	-30%	-2.4	-17%	-3%	-13%	-9	-26%

An excerpt from above in order of the EPAC1 antag value, low to high:
SMILES	EPAC1 antag	IL2 activator	PLK1 PBD inh	WRN helicase inh	PI5P4K alpha inh
Cc1ccc(-n2c(C)cc(C(=O)CN3CCOCC3)c2C)cc1C	-6%	2.0	-9%	1%	0
Cc1nnc(SCC(=O)N2CCCCC2)s1	-3%	-0.1	-3%	-5%	nt
Nc1c(N(CCC2=CCCCC2)C(=O)COc2ccc([N+](=O)[O-])cc2)c(=O)[nH]c(=O)n1Cc1ccccc1	7%	0.5	-1%	4%	-4

Additional records:
SMILES	FUS yeast rescue	EPAC1 antag	IL2 activator	PLK1 PBD inh	WRN helicase inh	EPAC1 ag	PI5P4K alpha inh	Abeta rescue
Cc1ccc(S(=O)(=O)Cc2ccc(C(=O)NC3CCCC3)o2)cc1	9%	-4%	0.1	-7%	-7%	15%	1	-8%
COc1ccc(-c2nc(NC3=NCCCCC3)sc2C)cc1	14%	?	0.2	-4%	-7%	8%	-1	4%
COC(=O)c1ncccc1SC	-26%	-22%	-1.6	-6%	-4%	-5%	-1	-2%
COc1ccc(N2CCN(C(=O)CNC(=O)c3ccc4ccccc4c3)CC2)cc1	29%	9%	0.1	-2%	0%	-2%	4	2%
CCN1CCN(c2cc(C)c3cc(NC(=S)N4CC(C)CC(C)C4)ccc3n2)CC1 (stereo unspecified)	18%	-16%	-2.8	-6%	-8%	10%	1	-6%
COc1cccc(NC(=O)COC(=O)/C=C/c2c(C)nn(-c3ccccc3)c2C)c1	18%	-12%	0.4	0%	-11%	9%	1	11%
CCn1c(=NC(=O)c2ccc(S(=O)(=O)N(C)C)cc2)sc2cccc(OC)c21	5%	0%	-1.2	-6%	-5%	-11%	-5	-11%
CCOc1ccc(S(=O)(=O)N2CCCCC2)cc1NC(=O)C1COc2ccccc2O1 (stereo unspecified)	nt	2%	-4.9	1%	-17%	11%	1	7%
CCNC(=O)C1(C)CCCN(C(=O)c2ccc(F)c(C)c2)C1 (stereo unspecified)	-22%	3%	1.4	-2%	-3%	8%	0	-6%
CCC(C)C(NC(=O)OC(C)(C)C)C(=O)NC(Cc1ccccc1)C(=O)OC (stereo unspecified)	-1%	11%	-0.6	-3%	4%	-2%	7	16%
CCN(CC)c1ccc(/C=C(\C#N)C(=O)c2ccc(Br)cc2)cc1	20%	141%[activator]	?	-67%	28µM*	112µM*	-2	9%
Cc1ccc(C(=O)O/N=C(\N)Cc2cccs2)cc1[N+](=O)[O-]	3%	6%	-3.3	0%	-1%	-1%	0	9%
C/C(=N/NC(=O)CN1CCN(S(=O)(=O)c2ccc(Br)cc2)CC1)c1ccncc1	-15%	-19%	-2.3	-5%	-2%	6%	6	0%
O=C(NC1CCCCC1)c1ccccc1-c1ccccc1	-5%	-1%	-1.6	-7%	-4%	5%	-2	14%
COc1ccc([N+](=O)[O-])cc1NC(=O)COC(=O)Cn1cnc2ccccc2c1=O	6%	3%	0.3	-4%	20%	-5%	-2	-20%
CCOC(=O)c1sc(NC(=O)C(OC(C)=O)c2ccccc2)nc1C (stereo unspecified)	nt	-7%	-2.3	5%	-9%	-1%	-3	13%
O=C(CCN1CCOCC1)NNC(=S)NC(=O)c1ccccc1	-7%	15%	1.9	-3%	9%	9%	-3	-5%
COc1cc(CCNC(=O)c2ccccc2NC(=O)C2=C(C)OCCS2)cc(OC)c1OC	32%	-6%	-4.4	-12%	2%	-10%	-8	12%
COc1ccccc1NC(=O)NC1(C(=O)N2CCN(C)CC2)CCCCC1	3%	12%	-0.2	2%	-3%	1%	0	7%
C=CC[C@@H](CC(=O)N[C@H](CO)Cc1ccccc1)C(=O)NCCOC(=O)[C@@H](CC=C)CC(=O)OC(C)(C)C	10%	-8%	0.1	3%	-8%	-11%	0	-16%
COc1ccccc1S(=O)(=O)Cc1ccc(C(=O)NC2CCCCCC2)o1	-6%	1%	-3.0	-4%	3%	8%	1	2%
CC/C(=C/c1sc2ccc(C)cc2[n+]1CCO)SC	24%	-7%	-0.2	0%	-23%	5%	-2	-4%
NS(=O)(=O)c1ccc(CCNc2nc(CN3CCOCC3)nc3sc4c(c23)CCC4)cc1	nt	-24%	-4.3	-13%	-17%	-5%	-2	9%
COc1cccc(C(=O)NCC(C)(C)SCc2ccc(F)cc2)c1	10%	-19%	-0.2	-4%	-10%	9%	8	-5%
O=C(CSc1ccc2ccccc2n1)Nc1ccc(N2CCOCC2)cc1	10%	6%	2.6	-17%	-4%	-12%	4	-4%
Cc1ccc(S(=O)(=O)CC(=O)N2CCCCCC2)cc1	24%	6%	-3.4	-10%	5%	1%	-3	16%
CC(C)C(c1nnnn1Cc1ccco1)N1CCN(C2CCCC2)CC1 (stereo unspecified)	-2%	9%	2.0	3%	-3%	-2%	3	10%
COc1ccc(-c2cc(C(F)(F)F)c(C#N)c(SCC(=O)O)n2)cc1	0%	8%	-1.3	-8%	-8%	0%	0	-17%
CCCN1CCN(C(=O)CS(=O)(=O)Cc2nc(-c3cccc(OC)c3)oc2C)CC1	33%	2%	-0.7	-5%	9%	2%	-3	3%
CCCCn1c(N)c(N(CCOC)C(=O)c2cc(-c3ccc(OC)cc3)nc3ccccc23)c(=O)[nH]c1=O	10%	4%	-0.4	1%	-2%	10%	7	8%

Among those listed so far, these contain a halogen.
SMILES	FUS yeast rescue	EPAC1 antag	IL2 activator	PLK1 PBD inh	WRN helicase inh	EPAC1 ag	PI5P4K alpha inh	Abeta rescue
CCCC[C@@H]1CCCO[C@@](C(=O)NCc2ccc(C)o2)(C(F)(F)F)C1	-1%	-16%	-0.6	-6%	-8%	-14%	-54*	-5%
Cc1ccc(S(=O)(=O)N(CC(=O)NC2CC2)c2ccc(C)c(Cl)c2)cc1	nt	-4%	-0.7	3%	-5%	-7%	-1	3%
O=S(=O)(Nc1ccc(O)c2ccccc12)c1ccc(F)cc1	18%	-11%	2.9	27µM*	1%	19%	-13	-1%
CCNC(=O)C1(C)CCCN(C(=O)c2ccc(F)c(C)c2)C1 (stereo unspecified)	-22%	3%	1.4	-2%	-3%	8%	0	-6%
CCN(CC)c1ccc(/C=C(\C#N)C(=O)c2ccc(Br)cc2)cc1	20%	141%[activator]	?	-67%	28µM*	112µM*	-2	9%
C/C(=N/NC(=O)CN1CCN(S(=O)(=O)c2ccc(Br)cc2)CC1)c1ccncc1	-15%	-19%	-2.3	-5%	-2%	6%	6	0%
COc1cccc(C(=O)NCC(C)(C)SCc2ccc(F)cc2)c1	10%	-19%	-0.2	-4%	-10%	9%	8	-5%
COc1ccc(-c2cc(C(F)(F)F)c(C#N)c(SCC(=O)O)n2)cc1	0%	8%	-1.3	-8%	-8%	0%	0	-17%

Going on with the list.
SMILES	FUS yeast rescue	EPAC1 antag	IL2 activator	PLK1 PBD inh	WRN helicase inh	EPAC1 ag	PI5P4K alpha inh	Abeta rescue
N#C/C(=C(/O)CSc1ccccc1C(=O)O)c1nc2ccccc2s1	?	4%	-1.3	-8%	-11%	-6%	?	-2%
COc1ccc(S(=O)(=O)N2CCSC2C)cc1C (stereo unspecified)	30%	-21%	-0.8	-1%	6%	-17%	-9	5%
O=C(CSc1ccc(-c2cccs2)nn1)c1cccs1	6%	-17%	-1.3	-7%	-8%[57.1 µM]	13%	-12	17%
CN(C)S(=O)(=O)N1CCC(n2nccc2NC(=O)CCCc2ccccc2)CC1	12%	12%	-1.6	-17%	-5%	-1%	-4	-3%
c1cc2c(cc1C1=Nn3c(nnc3C3CCCCC3)SC1)OCO2	-9%	-4%	-1.7	-4%	-8%	-1%	5	2%
